CaV13 FRET inh: Disruptors of the CACNA1D IQ motif to Ca2+-dependent inactivation inhibitor domain association, primary screening, Förster resonance energy transfer in intact living …; 0.098% of 340,000 active; AID 743397; HEK cells, CFP/YFP FRET ICDI-IQ, plate reader, 10 min; percent FRET-ratio fall versus neutral wells; inhibition, % at 12.3 µM;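 active = mean replicate inhibition of at least 30% and at least 1% of replicates passing that level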;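 note: 0% = median of the neutral control wells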
ABHD5-PLIN5 inh: ABHD5-PLIN5 protein interaction inhibition; Q00G26+Q8WTS1; Split G. princeps luciferase complementation, luminescence, 4 h; inhibition, % at 4 µM; 0.78% of 360,000 active;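 active = inhibition above the mean inhibition across every tested compound plus 3 SD, cut at about 22% in these data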;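 note: 0% = DMSO only wells and the 100% control is not disclosed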
H9c2 protect: protects H9c2 cardiomyocytes from peroxide injury; H2O2 injury protection, ATPLite, 2 h; protection from H2O2 cell death, % at 20 µM; 0.63% of 360,000 active;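 active = compounds giving at least 50% protection of heart cells from peroxide-induced death in the single-dose screen, raw or plate-pattern-corrected value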;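 note: 0% = DMSO wells with peroxide and 100% = DMSO wells without peroxide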
Exocytosis inh: blocks lytic granule exocytosis | 0.66% of 360,000 active | inhibition, % at 10 µM | TALL-104 LAMP-1 surface exposure, flow cytometry; cells stimulated with thapsigargin and PMA | AID 651702;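 active = inhibition above about 55%, limit read from the data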
MC4R barr agon: agonists of human melanocortin 4 receptor (MC4R) beta-arrestin. 0.98% of 360,000 active. P32245. U2OS MC4R beta-arrestin complementation, luminescence; percent of melanotan II response, DMSO zero. activation, % at 8.9 µM;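 active = activation above a per-plate cutoff, the mean activation of sample wells on that plate plus 3 SD, cut at about 8% in these data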
HTR2A ag: agonists of mouse serotonin 5-HT2A receptor (HTR2A). P35363. CHO-K1 mHTR2A beta-arrestin complementation, luminescence; percent of 30 µM serotonin response. activation, % at 7.6 µM. 0.66% of 360,000 active;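 active = activation above a run cutoff, the mean activation of all tested compounds plus 3 SD, cut at about 14% in these data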;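 note: 0% = plate median of compound wells and 100% = 30 µM serotonin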
Glyco luc inh: N-linked glycosylation inhibition; 0.23% of 360,000 active; reporter increase, % at 12.5 µM; D54 ERlucT glycosylation luciferase reporter, 24 h; percent of 100 nM tunicamycin response; AID 588692;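 active = mean luciferase reporter signal, scaled so untreated is 0 and the glycosylation-blocking control 100, at or above a set limit in every replicate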;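 note: luciferase carries N-glycosylation sites so blocking glycosylation raises the light; 0% = median of neutral control wells and 100% = median of 100 nM tunicamycin wells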
ABCB6 inh MLPCN: human ABCB6 transporter inhibition; K562-ABCB6 porphyrin accumulation, flow cytometry, 1 h; active compounds read low; fluorescence ratio to DMSO, % at 10 µM; AID 602162; 0.19% of 360,000 active; Q9NP58;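 active = fluorescence ratio to DMSO below 75%, the collection mean minus 3 SD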;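 note: signal is porphyrin accumulated inside mitochondria; 100% equals median channel fluorescence of DMSO control wells; lower ratio means ABCB6 inhibition with less porphyrin fluorescence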
PDI turbidity: PDI (human) enzyme inhibition; P07237; PDI insulin aggregation turbidity, A650, 90 min; inhibition, % at 10 µM; 0.052% of 350,000 active;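 active = mean inhibition across replicates of 30% or more, whatever share of single replicates reach that level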;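 note: absorbance from insulin aggregation driven by PDI reduction with DTT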
MC4R antag cAMP: blocks human MC4R cAMP signaling. inhibition, % at 6.5 µM. AID 540295. 0.48% of 360,000 active. MC4R-expressing cells, MTII-stimulated cAMP, LANCE TR-FRET;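 active = inhibition above its plate's cutoff, the mean of tested wells on that plate plus 3 SD, cut at about 29% in these data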;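 note: 0% = Melanotan II alone and 100% = Melanotan II plus saturating MCL0020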
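System – human MC4R-expressing U2OS cells · Also added – Melanotan II · Dosing – one concentration, 6.5 µM nominal · Timing – 30-min compound, 1-h challenge, 1-h detection, room temperature · Measured by – Eu-cAMP/anti-cAMP TR-FRET, emission 671 nm · Replicates – singlicate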
An asterisk follows results filed as active; nt = not tested or not shown; & = joins results of further samples. Some of the compounds tested; count on the stated rates, not on these rows.

no. | Compound | CaV13 FRET inh | ABHD5-PLIN5 inh | H9c2 protect | Exocytosis inh | MC4R barr agon | HTR2A ag | Glyco luc inh | ABCB6 inh MLPCN | PDI turbidity | MC4R antag cAMP
1 | CCCCCCCCCCCCCCC[C@@H](O)[C@@H](N)CO | -4 | 1 | -28 | 20 | -1.9 | -1 | 0 | 93 | -4 | 20
2 | CCc1cccc(CC)c1NC(=O)CN(CC(=O)O)CC(=O)O | -6 | 0 | -11 | -4 | 0.2 | 14 | 1 | 98 | -10 | 3
3 | CC1O[C@@H](OCC2O[C@@H](Oc3cc(O)c4c(c3)OC(c3ccc(O)cc3)CC4=O)[C@H](O)[C@@H](O)[C@@H]2O)[C@H](O)[C@H](O)[C@H]1O (some centres not stated) | nt | 5 | -2 | -5 | -0.8 | -1 | 1 | 95 | nt | 6
4 | O=C(O)Cc1sc(-c2ccccc2)nc1-c1ccc(Cl)cc1 | -18 | 0 | -1 | -6 | -1.8 | 10 | 0 | 98 | -6 | 7
5 | Cc1scc2c1N(C(=O)CN1CCN(C)CC1)c1ccccc1NC2=O | -4 | -7 | 0 | -2 | 1.0 | -4 | 0 | 94 | 10 | 9
6 | CN(C)S(=O)(=O)n1cc(/C=C(\NC(=O)c2ccccc2)C(=O)NCCCn2ccnc2)c2ccccc21 | -7 | 1 | -2 | 1 | -2.8 | -8 | 4 | 93 | 0 | -1
7 | COc1cc(C2Oc3cc(C4Oc5cc(O)cc(O)c5C(=O)C4O)ccc3OC2CO)ccc1O (configuration not stated) | -6 | 4 | 28 | 0 | -1.9 | -2 | -1 | 94 | 24 | -4
8 | O=C(O)c1cc(=O)c2ccccc2o1 | -6 | -1 | 0 | 0 | -1.4 | -1 | 0 | 106 | -1 | 4
9 | CCN(CCCCOC(=O)c1ccc(OC)c(OC)c1)C(C)Cc1ccc(OC)cc1 (configuration not stated) | -5 | 5 | 3 | 14 | 0.2 | -11 | 0 | 103 | -7 | 7
10 | N=c1nc(N2CCCCC2)cc(N)n1O | -5&-5 | 1&3 | -4&12 | -2&-4 | 1.5&-0.8 | -6&-1 | -1&0 | 101&99 | 2&4 | 2&18
11 | C[C@H](CCC(=O)O)[C@H]1CC[C@H]2[C@@H]3[C@H](O)C[C@@H]4C[C@H](O)CC[C@]4(C)[C@H]3CC[C@]12C | -5 | 11 | 14 | -7 | 2.2 | 12 | 1 | 101 | -11 | 1

Excerpt: compounds 5 to 11
no. | Compound | CaV13 FRET inh | ABHD5-PLIN5 inh | H9c2 protect | Exocytosis inh | MC4R barr agon | HTR2A ag | Glyco luc inh | ABCB6 inh MLPCN | PDI turbidity | MC4R antag cAMP
5 | Cc1scc2c1N(C(=O)CN1CCN(C)CC1)c1ccccc1NC2=O | -4 | -7 | 0 | -2 | 1.0 | -4 | 0 | 94 | 10 | 9
6 | CN(C)S(=O)(=O)n1cc(/C=C(\NC(=O)c2ccccc2)C(=O)NCCCn2ccnc2)c2ccccc21 | -7 | 1 | -2 | 1 | -2.8 | -8 | 4 | 93 | 0 | -1
7 | COc1cc(C2Oc3cc(C4Oc5cc(O)cc(O)c5C(=O)C4O)ccc3OC2CO)ccc1O (configuration not stated) | -6 | 4 | 28 | 0 | -1.9 | -2 | -1 | 94 | 24 | -4
8 | O=C(O)c1cc(=O)c2ccccc2o1 | -6 | -1 | 0 | 0 | -1.4 | -1 | 0 | 106 | -1 | 4
9 | CCN(CCCCOC(=O)c1ccc(OC)c(OC)c1)C(C)Cc1ccc(OC)cc1 (configuration not stated) | -5 | 5 | 3 | 14 | 0.2 | -11 | 0 | 103 | -7 | 7
10 | N=c1nc(N2CCCCC2)cc(N)n1O | -5&-5 | 1&3 | -4&12 | -2&-4 | 1.5&-0.8 | -6&-1 | -1&0 | 101&99 | 2&4 | 2&18
11 | C[C@H](CCC(=O)O)[C@H]1CC[C@H]2[C@@H]3[C@H](O)C[C@@H]4C[C@H](O)CC[C@]4(C)[C@H]3CC[C@]12C | -5 | 11 | 14 | -7 | 2.2 | 12 | 1 | 101 | -11 | 1

Entries of single compounds as entered above. Values in the order: CaV13 FRET inh	ABHD5-PLIN5 inh	H9c2 protect	Exocytosis inh	MC4R barr agon	HTR2A ag	Glyco luc inh	ABCB6 inh MLPCN	PDI turbidity	MC4R antag cAMP
COc1cc(C2Oc3cc(C4Oc5cc(O)cc(O)c5C(=O)C4O)ccc3OC2CO)ccc1O (configuration not stated) as listed: -6	4	28	0	-1.9	-2	-1	94	24	-4
CN(C)S(=O)(=O)n1cc(/C=C(\NC(=O)c2ccccc2)C(=O)NCCCn2ccnc2)c2ccccc21 as listed: -7	1	-2	1	-2.8	-8	4	93	0	-1
